# ALOX12 inh: blocks human arachidonate 12S-lipoxygenase; P18054; purified 12hLO, xylenol orange hydroperoxide absorbance; Potency, µM (highest dose often 108 µM), without a hit: top-dose activity change, negative = inhibition, most hits filed as inhibitors; hit rate 1.1% among 580,000; AID 1671190; further: on the % scale 0 is the no-effect control and ±100 the full control effect
# Target sequence (P18054 whole entry, looked up): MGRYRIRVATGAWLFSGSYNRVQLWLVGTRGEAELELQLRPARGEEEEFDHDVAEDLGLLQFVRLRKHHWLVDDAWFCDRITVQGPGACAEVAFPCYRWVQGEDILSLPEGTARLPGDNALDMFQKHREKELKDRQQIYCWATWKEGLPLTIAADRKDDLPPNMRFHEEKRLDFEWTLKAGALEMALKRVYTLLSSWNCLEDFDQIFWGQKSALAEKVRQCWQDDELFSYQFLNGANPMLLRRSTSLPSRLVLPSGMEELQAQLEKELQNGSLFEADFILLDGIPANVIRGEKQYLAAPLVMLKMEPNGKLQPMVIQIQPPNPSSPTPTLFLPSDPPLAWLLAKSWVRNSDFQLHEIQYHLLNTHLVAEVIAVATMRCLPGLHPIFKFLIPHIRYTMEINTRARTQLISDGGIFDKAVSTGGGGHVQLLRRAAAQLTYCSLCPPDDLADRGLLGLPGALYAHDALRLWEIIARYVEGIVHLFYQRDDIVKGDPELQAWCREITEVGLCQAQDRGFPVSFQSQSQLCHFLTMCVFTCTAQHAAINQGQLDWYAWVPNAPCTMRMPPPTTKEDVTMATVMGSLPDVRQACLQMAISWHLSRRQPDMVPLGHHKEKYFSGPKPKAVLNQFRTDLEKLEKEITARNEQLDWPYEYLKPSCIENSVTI
#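 Hydroperoxide product was detected by ferrous iron/xylenol orange as the 573 to 405 nm absorbance ratio. Arachidonic acid at 40 uM (final) was turned over for 30 min at room temperature by 150 nM human 12hLO, pH 7.0 Hepes buffer, after 15 min compound preincubation.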
# mIDH1 inhibitor: inhibitors of human mutant IDH1 R132H; hit rate 0.093% among 390,000; O75874; IDH1-R132H enzyme, NADPH consumption, diaphorase/resazurin fluorescence; Potency, µM (top dose mostly 76.6 µM), without a hit: at the highest dose activity change, negative = inhibition, actives largely listed as inhibitors; AID 602179; further: on the % scale 0 is the no-effect control and ±100 the full control effect; nearly all actives have a fitted effect of over 65% in size
# Target sequence (O75874 whole entry R132H, stated change not applied): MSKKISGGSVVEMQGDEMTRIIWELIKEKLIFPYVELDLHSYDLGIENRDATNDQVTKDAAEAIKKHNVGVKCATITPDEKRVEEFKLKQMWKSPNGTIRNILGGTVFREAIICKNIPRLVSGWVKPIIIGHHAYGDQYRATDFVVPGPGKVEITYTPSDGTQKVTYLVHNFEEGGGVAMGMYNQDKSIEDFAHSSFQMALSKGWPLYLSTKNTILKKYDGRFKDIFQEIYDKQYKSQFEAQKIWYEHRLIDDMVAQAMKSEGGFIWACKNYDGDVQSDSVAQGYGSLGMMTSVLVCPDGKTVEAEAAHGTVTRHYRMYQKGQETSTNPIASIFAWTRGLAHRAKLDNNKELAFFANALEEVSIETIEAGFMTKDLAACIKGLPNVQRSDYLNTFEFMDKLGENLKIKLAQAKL
#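 IDH1-R132H (0.5 ug/mL dispensed) in pH 7.5 Tris buffer was preincubated 30 min with compound, then given a substrate mix of 0.016 mM NADPH and 2 mM alpha-KG for 80 min at room temperature; remaining NADPH was read by diaphorase/resazurin fluorescence.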
# RGS4 inhibitor: human RGS4 inhibition | Potency, µM (doses to about 114 µM), inactives show at the highest dose activity change, negative = inhibition, actives largely listed as inhibitors | hit rate 0.039% among 390,000 | Transcreener GDP fluorescence polarization, RGS4-accelerated GTP hydrolysis | AID 504845; further: on the % scale 0 is the no-effect control and ±100 the full control effect; nearly all actives have a fitted effect of over 75% in size; some results filed as inactive show a strong effect at the top dose
#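 MLSMR compounds (23 nl, pin-transferred) preincubated 10 min at room temperature with a 500nM (2x) first reagent, then RGS4 at 900nM (2x) plus Transcreener GDP mix added; fluorescence polarization (620/688 nm) read before and after 90 min at 30 °C.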
# Vif-A3G inh: blocks the Vif interaction with human APOBEC3G; HeLa A3G-eYFP + Vif (tagged APOBEC3G with the HIV-1 protein that degrades it), YFP fluorescence, overnight; Potency, µM (doses to about 46.1 µM), for the others: at the highest dose activity, negative = active, most hits filed as inhibitors; Q9HC16; hit rate 0.076% among 410,000; AID 602310;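 further: on the % scale 0 is the no-effect control and ±100 the full control effect; nearly all actives have a fitted effect of over 60% in size; hits raise eYFP signal because A3G escapes Vif-driven loss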
#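 Read-out is eYFP fluorescence (Ex 488/Em 500-530) from Vif-expressing HeLa A3G-eYFP cells; more signal means A3G escaped Vif-mediated degradation. Cells plated overnight, compound pinned in, incubated overnight at 37 deg C.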
# USP1 inh: inhibitors of human USP1/UAF1 deubiquitinase; O94782; recombinant USP1/UAF1, Ub-Rhodamine cleavage fluorescence; Potency, µM (highest dose often 57.1 µM), inactives show top-dose activity change, negative = inhibition, hits mostly inhibitors; hit rate 0.23% among 390,000; further: on the % scale 0 is the no-effect control and ±100 the full control effect; nearly all actives have a fitted effect of over 60% in size; inactives centre near -12
#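 In this screen, compounds sit with the deubiquitinase complex (1nM) for 15 min at room temperature before Ub-Rho is added at 150nM final. Fluorescence rise is then followed for 6 reads every 60 seconds.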
# RXFP1 agonist: agonists of human relaxin receptor RXFP1; Q9HBX9; HEK293T-RXFP1 cAMP TR-FRET, 30 min; response scale: percent of porcine relaxin response, buffer zero; Potency, µM (highest dose often 57.5 µM), without a hit: at the top dose activation, usual class: activators; hit rate 0.3% among 370,000; AID 2676; further: on the % scale 0 is the no-effect control and ±100 the full control effect; nearly all actives have a fitted effect of over 60% in size; many of its hits are not listed in these tables
#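 HEK293T cells stably expressing RXFP1 were pretreated with the PDE4 inhibitor Ro 20174, exposed to compounds for 30 min at 37C, lysed, and cAMP was read by TR-FRET. Data normalized to buffer (basal) and 29 nM porcine relaxin (100%).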
# TrxR1 substrate: rat thioredoxin reductase 1 substrate activity; Potency, µM (top dose mostly 114 µM), inactives show at the highest dose activity change, negative = substrate turnover; purified TrxR1 substrate turnover, NADPH consumption readout; hit rate 0.01% among 390,000; AID 588456; further: on the % scale 0 is the no-effect control and ±100 the full control effect; nearly all actives have a fitted effect of over 50% in size
#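 Rat TrxR1, dispensed at 90 nM, was prereduced with 400 uM NADPH (final) for 5 min at ~22 deg C, then incubated with compound 15 min before 400 uM selenite. A first-read NADPH fluorescence drop versus no-compound background flagged substrates.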
# Vif-A3F inh: Vif-A3F binding inhibition | HeLa A3F-eYFP + Vif (tagged APOBEC3F with the HIV-1 protein that degrades it), YFP fluorescence increase | Potency, µM (top dose mostly 46.1 µM), without a hit: at the top dose activity, negative = active | hit rate 0.2% among 390,000; further: % of control where 0% means no effect; nearly all actives have a fitted effect of over 65% in size
#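 HeLa cells stably expressing A3F-eYFP plus Vif, plated and incubated overnight at 37 deg C, then exposed to compounds overnight at 37 deg C. Blocked degradation read as raised yellow fluorescence (Ex 488/Em 500-530).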
# rTrxR1 inhibitor: rat TrxR1 inhibition; O89049; recombinant rTrxR1, NADPH fluorescence consumption, selenite substrate; Potency, µM (highest dose often 114 µM), without a hit: at the top dose activity change, negative = inhibition, usual class: inhibitors; hit rate 1% among 390,000; further: on the % scale 0 is the no-effect control and ±100 the full control effect; nearly all actives have a fitted effect of over 65% in size
#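 Rat TrxR1 (90 nM in the dispensed reagent) was pre-reduced with 400 uM NADPH for 5 min at room temperature, then incubated with compound for 15 min. After 400 uM selenite was added, NADPH fluorescence (Ex 340/Em 450 nm) was followed for 8 min.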
# The depositor's hits bear a star; ? = inconclusive; · = no result given; [ ] = remark or other dose. The call rests on the fitted dose curve; in most records, active means well fitted curve in the direction sought with a large enough effect; inconclusive means small, poorly fitted or top-dose-only effect, or another doubt; inactive means no such curve, though single readings can be large; an effect the other way counts as inactive or inconclusive. Potency means the concentration at half of the fitted maximal effect.
# The line under a structure holds: TrxR1 substrate	RGS4 inhibitor	RXFP1 agonist	mIDH1 inhibitor	USP1 inh	Vif-A3F inh	rTrxR1 inhibitor	ALOX12 inh	Vif-A3G inh
(1) C[C@@H]1CN([C@H](C)CO)C(=O)CCCn2cc(nn2)CO[C@H]1CN(C)S(=O)(=O)c1ccc(-c2ccccc2)cc1
    ·	·	·	3%	-31%	2%	·	?	-10%
(2) CN1CCN(c2ccc(C(CC(N)=O)NC(=O)Cc3ccc(Br)cc3)cc2[N+](=O)[O-])CC1 (stereo not given)
    0%	-15%	1.4%	-7%	-21%	5%	8%	-22%	-1%
(3) Cc1cc(N2CCN(C(=O)OC(C)(C)C)CC2)n2ncnc2n1
    -2%	3%	3.1%	0%	3%	2%	0%	-17%	0%
(4) CCn1cc2nc(SCc3cc(C)ccc3C)n(Cc3ccc(C)cc3)c(=O)c2n1
    -5%[57.1 µM]	-21%	0.6%	-10%	-25%	0%	2%[57.1 µM]	?	3%
(5) COc1ccc(OC)c(N2C(=O)CCCC2=O)c1
    -4%	5%	0.3%	18%	-7%	-10%	-4%	25%	1%
(6) O=C(N/N=C/c1cccnc1)c1cc(-c2ccc(Br)cc2)nc2ccccc12
    -5%	22%	-0.7%	-3%	-10%	0%	14%	15%	?
(7) COc1ccc(CCNC(=O)c2cc(-c3cc(Cl)cc(Cl)c3)oc2C)cc1
    -1%	-23%	1.6%	0%	-10%	-8%	12%	-20%	3%
(8) Cc1ccc(-c2cc(NC(=O)c3ccccc3)on2)cc1
    8%	2%	-0.4%	-13%	-10%	7%	29%	-26%	-8%
(9) Cc1cccc(OCC(O)CNC(=O)c2ccccc2C(=O)O)c1 (stereo not given)
    -5%	-12%	·	-3%	-12%	-3%	-2%	0%	3%
(10) COc1ccc(CNc2oc(COc3ccc(Cl)cc3)nc2C#N)cc1
    -13%	-14%	2.5%	3%	-11%	-21%	-7%	-27%	1%
(11) CCN1CCS/C1=C\C=C\C1=[N+](CC)CCS1
    ?	-10%	-2.8%	0%	-19%	-2%	-36%	-5%	14%
(12) CC1=NN(Cc2ccccc2)C(=O)C1C(c1ccncc1)C(C#N)C#N (stereo not given)
    0%	3%	0.3%	-2%	1%	-3%	?	-11%	-10%
(13) Cc1c(CN(C)C(=O)c2cc(-c3ccccc3)nc3ccc(Br)cc23)cnn1C
    -4%	-16%	16µM*	-6%	-21%	3%	10%	-1%	-9%
(14) COc1cc(NC(=O)COc2ccc([N+](=O)[O-])cc2)ccc1NC(=O)c1ccco1
    ·	·	·	1%	?	0%	·	3%	-3%
(15) Cc1ccc(S(=O)(=O)Nc2c(C)n(C)n(-c3ccccc3)c2=O)cc1C(=O)OC(C)C(=O)c1ccccc1 (stereo not given)
    3%	-9%	·	4%	-20%	-13%	25%	47%[activator]	-1%
(16) O=C(NNC1=NCCCCC1)c1ccccc1
    6%[57.1 µM]	15%	-5.0%	1%	-9%	-9%	-5%[57.1 µM]	0%	1%
(17) CCOc1ncccc1C(=O)OCC(=O)Nc1cccc(S(N)(=O)=O)c1
    5%[57.1 µM]	-6%	3.6%	4%	-19%	-2%	16%[57.1 µM]	0%	-2%
(18) Cn1cccc1/C=N/NC(=O)CNc1ccc2ccccc2c1
    6%[57.1 µM]	-29%	2.1%	8%	-23%	-2%	13%[57.1 µM]	0%	-5%
(19) Cc1cccc(NC(=O)c2oc3ccccc3c2NC(=O)Cc2coc3ccc(C(C)C)cc23)c1
    4%	21%	9.0%	32%[activator]	0%	3%	19%	-18%	4%
(20) CNC(=O)C(=O)NCC1OCCN1S(=O)(=O)c1ccc2c(c1)OCCO2 (stereo not given)
    6%[57.1 µM]	-10%	2.1%	4%	-15%	-4%	7%[57.1 µM]	-4%	-5%
(21) CCC(=O)N1c2ccc(S(=O)(=O)CCC(=O)NCc3cccc(OC)c3)cc2CC1C (stereo not given)
    5%	6%	-0.2%	11%	-23%	-2%	23%	-21%	-3%
(22) CCOc1ccc(NC(=O)/C(C#N)=C\c2ccc(N3CCCC3)c(C)c2)cc1
    -4%	-42%	·	-3%	22µM*	11µM*	21%	?	?
(23) CC(C)c1ccc(-c2nnn(Cc3nc4ccccc4s3)n2)cc1
    -1%	46%	1.1%	-1%	-12%	-6%	6%	0%	1%
(24) CCOC(=O)C1(CCCc2ccccc2)CCN(C(=O)c2cc(C)nn2CC)CC1
    -7%	0%	-2.0%	-3%	-14%	4%	12%	-3%	3%
(25) Cc1cc(=O)[nH]c(SCC(=O)N2c3ccccc3CC2C)n1 (stereo not given)
    4%	-3%	0.9%	12%	-18%	-11%	15%	28%	-10%
(26) COc1ccc(OC)c(-c2csc(NC(=O)CSc3nnnn3C)n2)c1
    -5%	-7%	?	5%	-15%	-3%	-5%	-13%	-1%
(27) Cc1cccc(C)c1NC(=O)CS(=O)CC(=O)N1CCN(c2ccccc2)CC1 (stereo not given)
    2%	2%	-3.4%	0%	-21%	17%	11%	14%	1%
(28) Cn1nc(C(=O)Nc2cccc(C(F)(F)F)c2)c2c1-c1ccccc1S(=O)(=O)C2
    2%	-14%	-1.0%	10%	-2%	-16%	1%	-20%	0%
(29) Cc1ccc(S(=O)(=O)N2CCN(C(=O)COC(=O)C3CCC3)CC2)c(C)c1
    7%	3%	-0.1%	2%	-19%	2%	13%	-19%	3%
(30) Cc1cc(Cl)ccc1C(=O)C1CCCN(C(=O)CN2CCOC2=O)C1 (stereo not given)
    -7%	-33%	3.7%	1%	0%	3%	?	-1%	-1%
(31) COc1ccccc1NC(=O)CCC(=O)N/N=C(/C)c1ccc(C)cc1
    11%[57.1 µM]	-3%	1.0%	-2%	-20%	10%	-2%[57.1 µM]	-19%	-2%
(32) O=[N+]([O-])c1ccc2[nH]c(O)c(N=NC(=S)NCC3CCCO3)c2c1 (stereo not given)
    -7%	-17%	1.4%	-5%	-12%	-19%	-7%	0%	3%
(33) CSCCC(NS(=O)(=O)c1ccc(C)cc1)C(=O)NCC(C)(C)N1CCOCC1 (stereo not given)
    3%	24%	0.0%	0%	-20%	-12%	19%	-9%	3%
(34) Cn1c(=O)oc2cc(S(=O)(=O)N3CCC(C(=O)N4CCN(c5ccc(Cl)cc5)CC4)CC3)ccc21
    -3%	8%	2.8%	24%	?	-2%	18%	-16%	3%
(35) CCCCCCN1C[C@@H](O)[C@H](n2cc(-c3ccc(F)cc3)nn2)C[C@@H]1c1ccc(C)cc1
    ·	·	·	6%	?	-23%	·	?	2%
(36) CCN(CC)C(=O)CSc1ncnc2sc(C)c(C)c12
    0%[57.1 µM]	-38%	6.1%	-9%	-11%	6%	7%[57.1 µM]	-13%	0%
(37) Cc1ccc2nc(N3CCC(C(=O)NC4CCCCC4)CC3)sc2c1
    -6%	-22%[56.9 µM]	6.6%	-2%	-22%	3%	14%	1%	1%
(38) COc1ccccc1N1CCN(S(=O)(=O)c2c(C)sc3ncn(CC(=O)Nc4ccc(C(C)C)cc4)c(=O)c23)CC1
    -11%	-12%	-1.3%	2%	-2%	-2%	0%	?	-1%
(39) CCOC(=O)c1cc(NC(=O)Nc2nccs2)c(C)nc1C
    7%	-18%	-0.9%	-2%	-18%	0%	11%	-4%	-8%
(40) CC(C)c1c(C#N)c(N)nc(SCC(=O)c2cc3ccccc3oc2=O)c1C#N
    14%	-36%	9.6%	3%	-3%	0%	10%	0%	-6%
(41) CC(C)CCNC(=O)NC(=O)COc1ccccc1C#N
    -8%	-11%	0.1%	13%	-7%	-2%	2%	-19%	0%
(42) COCCCNC(=O)CN(c1cc(Cl)ccc1OC)S(=O)(=O)c1ccc(C)c([N+](=O)[O-])c1
    -1%[57.1 µM]	-1%	-0.1%	9%	-16%	-1%	12%[57.1 µM]	0%	-7%
(43) CCOc1ccc(NC(=O)CN2C(=O)COc3ccc(Cl)cc32)cc1
    6%	-15%	0.2%	19%	-23%	2%	29%	0%	1%

# Part of the list above, set out differently.
no. | smiles | TrxR1 substrate | RGS4 inhibitor | RXFP1 agonist | mIDH1 inhibitor | USP1 inh | Vif-A3F inh | rTrxR1 inhibitor | ALOX12 inh | Vif-A3G inh
36 | CCN(CC)C(=O)CSc1ncnc2sc(C)c(C)c12 | 0%[57.1 µM] | -38% | 6.1% | -9% | -11% | 6% | 7%[57.1 µM] | -13% | 0%
35 | CCCCCCN1C[C@@H](O)[C@H](n2cc(-c3ccc(F)cc3)nn2)C[C@@H]1c1ccc(C)cc1 | · | · | · | 6% | ? | -23% | · | ? | 2%
31 | COc1ccccc1NC(=O)CCC(=O)N/N=C(/C)c1ccc(C)cc1 | 11%[57.1 µM] | -3% | 1.0% | -2% | -20% | 10% | -2%[57.1 µM] | -19% | -2%

# Molecules listed so far containing an NH in an aromatic ring:
# The line under a structure holds: TrxR1 substrate	RGS4 inhibitor	RXFP1 agonist	mIDH1 inhibitor	USP1 inh	Vif-A3F inh	rTrxR1 inhibitor	ALOX12 inh	Vif-A3G inh
(25) Cc1cc(=O)[nH]c(SCC(=O)N2c3ccccc3CC2C)n1 (stereo not given)
    4%	-3%	0.9%	12%	-18%	-11%	15%	28%	-10%
(32) O=[N+]([O-])c1ccc2[nH]c(O)c(N=NC(=S)NCC3CCCO3)c2c1 (stereo not given)
    -7%	-17%	1.4%	-5%	-12%	-19%	-7%	0%	3%

# Screens as filed in PubChem BioAssay.

# The list is partial (hit frequency here may not be typical).
